Luc counter = counter-screen: inhibitors of Kinase-Glo firefly luciferase; Kinase-Glo luciferase, ATP luminescence, 8 min; Potency, µM (series often up to 38.3 µM), for the others: at the highest dose activity change, negative = inhibition, usual class: inhibitors; AID 1379; Q27757; 200,000 tested, 0.28% active; note: potency is the fitted concentration of half-maximal effect; % is set by controls: 0 for no effect and ±100 for the full control effect; nearly all actives have a fitted effect of over 60% in size
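Substrate mix (final 50 mM imidazole pH 7.2, 50 mM KCl, 7 mM MgCl2, 10 uM ATP, 0.01% Tween 20, 0.05% BSA) plus pin-tool compound, then Kinase-Glo detection mix; 8 min ambient, luminescence read.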
CBFb-RUNX1 inh = blocks binding between human CBF-beta and RUNX1; Q01196+Q13951; AlphaScreen CBFb-His/RUNX1-biotin binding, biochemical; Potency, µM (top dose mostly 59.8 µM), for the others: at the highest dose activity, negative = inhibition, hits mostly inhibitors; 230,000 tested, under 10 active; AID 1477; note: % of control where 0% means no effect
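AlphaScreen proximity signal reports loss of binding between His-tagged CBF-beta and biotin-labelled RUNX1, each at 30 nM. Proteins are pre-associated for 20 minutes, compounds added for 15 minutes, then beads for 90 minutes, all at ambient temperature.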
IMPase Li inh = IMPase inhibition in cells with lithium potentiation; CHO-M1 cells, IP1 TR-FRET (IP-One), carbachol + lithium; Potency, µM (highest dose often 59.4 µM), for inactives: at the top dose activity, negative = IMPase inhibition, hits mostly inhibitors; 210,000 tested, 0.35% active; AID 1457;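 note: IP1 builds up when IMPase is blocked and the TR-FRET signal falls; potency is the fitted concentration of half-maximal effect; plate controls were basal vehicle for no effect and high inhibitor control for full effect; nearly all actives have a fitted effect of over 50% in size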
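CHO cells stably expressing M1 receptor (2000/well, cultured 16–30 h) treated 30 min at 37C with compound plus low lithium. Cytosolic IP1 by TR-FRET (665/620 ratio and 620 channel) after 10 min lysis; AC50 by Hill fit.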
HttQ103 aggreg = reduces HttQ103-GFP aggregates in PC12 cells | PC12 HttQ103-GFP aggregates, Acumen cytometry, 40 h | Potency, µM (series often up to 46.1 µM), for the others: top-dose activity change, negative = inhibition, hits mostly inhibitors | 220,000 tested, 1.1% active; note: potency is the fitted concentration of half-maximal effect; % is set by controls: 0 for no effect and ±100 for the full control effect; nearly all actives have a fitted effect of over 60% in size
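Quantitative HTS on tebufenozide-induced (100 nM) PC12 cells stably expressing polyQ103 Huntingtin exon 1–GFP. Reduction of bright GFP aggregates, detected by laser scanning cytometry after lysis, identified actives across the titration.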
NPSR antagonist = antagonists of human neuropeptide S receptor cAMP signaling | Q6W5P4 | 220,000 tested, 1% active | AID 1461 | CHO-NPSR cells, cAMP TR-FRET, antagonist mode | Potency, µM (highest dose often 38.3 µM), for the others: at the top dose activity change, negative = inhibition, most hits filed as inhibitors; note: potency is the fitted concentration of half-maximal effect; % is set by controls: 0 for no effect and ±100 for the full control effect; nearly all actives have a fitted effect of over 50% in size; many of its hits are not listed in these tables
Epigenetic reg = epigenetic control regulation, reporter derepression; murine LDR cells, GFP reporter derepression, 30 h; Potency, µM (series often up to 53.9 µM), for the others: at the highest dose GFP activation, actives largely listed as activators; 280,000 tested, 0.2% active; note: potency is the fitted concentration of half-maximal effect; % of control where 0% means no effect; nearly all actives have a fitted effect of over 60% in size
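In this reporter-derepression format, murine cells bearing a silenced integrated CMV-GFP locus incubate with test compound (30 h, 37 C), then are washed and imaged; fluorescent objects of 20–120 um count as induced cells.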
L3MBTL1 block = blocks human L3MBTL1. AlphaScreen L3MBTL1–H3K9me1 peptide binding. Potency, µM (top dose mostly 57.1 µM), without a hit: at the highest dose activity, negative = inhibition, usual class: inhibitors. 230,000 tested, 0.66% active. AID 485360; note: potency is the fitted concentration of half-maximal effect; % is set by controls: 0 for no effect and ±100 for the full control effect; nearly all actives have a fitted effect of over 60% in size
Target sequence (Q9Y468 whole entry, looked up): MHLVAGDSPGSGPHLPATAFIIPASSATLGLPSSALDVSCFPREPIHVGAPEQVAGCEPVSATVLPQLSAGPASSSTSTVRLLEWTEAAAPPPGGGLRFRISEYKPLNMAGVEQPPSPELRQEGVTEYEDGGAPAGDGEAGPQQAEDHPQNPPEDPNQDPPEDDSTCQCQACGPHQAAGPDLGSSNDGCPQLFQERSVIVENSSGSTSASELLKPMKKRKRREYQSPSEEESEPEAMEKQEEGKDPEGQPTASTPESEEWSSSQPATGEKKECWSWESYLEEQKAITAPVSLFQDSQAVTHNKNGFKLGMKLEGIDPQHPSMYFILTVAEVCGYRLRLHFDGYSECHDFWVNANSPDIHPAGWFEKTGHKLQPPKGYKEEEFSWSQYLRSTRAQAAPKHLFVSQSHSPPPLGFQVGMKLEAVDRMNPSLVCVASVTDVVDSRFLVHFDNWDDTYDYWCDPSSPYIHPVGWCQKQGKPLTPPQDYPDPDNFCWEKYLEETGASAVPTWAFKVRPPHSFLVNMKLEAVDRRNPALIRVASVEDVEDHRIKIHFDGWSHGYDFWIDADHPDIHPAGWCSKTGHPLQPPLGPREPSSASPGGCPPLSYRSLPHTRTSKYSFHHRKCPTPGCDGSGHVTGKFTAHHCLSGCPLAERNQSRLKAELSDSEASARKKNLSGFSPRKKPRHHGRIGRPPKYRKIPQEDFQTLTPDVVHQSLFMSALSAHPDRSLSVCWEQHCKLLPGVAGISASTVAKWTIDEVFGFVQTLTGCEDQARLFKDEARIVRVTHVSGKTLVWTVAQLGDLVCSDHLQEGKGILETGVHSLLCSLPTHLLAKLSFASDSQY
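Read-out is AlphaScreen signal from streptavidin donor and nickel chelate acceptor beads (10 ug/mL final each) bridging L3MBTL1 (50 nM) and biotinylated K9-monomethylated H3(1-15) peptide (75 nM), after 30 min compound exposure at room temperature.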
An asterisk follows results filed as active; ? = inconclusive; nt = no result given; & = joins results of further samples; [ ] = dose if it differs, or a comment. Calls come from the whole dose curve; as a rule, active = well fitted curve in the direction sought with a large enough effect; inconclusive = small, poorly fitted or top-dose-only effect, or another doubt; inactive = no such curve, though single readings can be large; an effect the other way counts as inactive or inconclusive. Not all compounds are listed. The share of hits here may be higher or lower than overall.

SMILES	Luc counter	CBFb-RUNX1 inh	IMPase Li inh	HttQ103 aggreg	NPSR antagonist	Epigenetic reg	L3MBTL1 block
N#Cc1nc(-c2ccc(F)cc2)oc1NCc1ccco1	nt	7%	nt	0%[9.22 µM]	-22%	1.1%	nt
Cc1onc(-c2c(F)cccc2Cl)c1C(=O)NCCCN1CCOCC1	-1%	8%	24%[38.3 µM]	-13%	-3%[46.1 µM]	-2.1%	36%[activator][11.4 µM]
Cc1cc(C)n2nc(SCC3COc4ccccc4O3)nc2n1 (stereo unspecified)	-5%	0%	6%[38.3 µM]	4%	-7%[46.1 µM]	-1.1%	-2%
CCC1(C)CC(C(CC(=O)O)c2ccc(C)cc2)CCO1 (stereo unspecified)	8%	3%	-9%[38.3 µM]	17%[9.22 µM]	-14%[46.1 µM]	0.1%	nt
COc1ccccc1CN(Cc1cc2cc(C)ccc2[nH]c1=O)Cc1nnnn1CC1CCCO1 (stereo unspecified)	3%	-2%	14%[38.3 µM]	-16%	-9%[46.1 µM]	1.0%	nt
COC(=O)/C(C#N)=C1/C=Cc2ccccc2N1	-2%	2%	15%	-8%	14%	-1.2%	nt
CCc1ccc(NC(=O)c2cnn3c(C(F)F)cc(C)nc23)cc1	3%	5%	14%	-15%[9.22 µM]	-11%	7.2%	-10%
COc1ccc(C(=O)N2CCC(C(=O)NCc3ccccn3)CC2)cc1	-6%	2%	-7%[38.3 µM]	-12%	2%[46.1 µM]	-1.1%	1%
O=Cc1ccc(OCC(=O)Nc2ccccc2C(F)(F)F)cc1	-2%	16%	5%	-5%	2%	2.2%	-4%
Cc1ccc(S(=O)(=O)NC(=O)Nc2cc(C(C)(C)C)on2)cc1	nt	-2%	nt	0%[9.22 µM]	-17%	-0.2%	4%
Cc1cc(N2CCC(C(=O)NC3CCCCC3)CC2)nc(-c2ccccc2)n1	3%	-3%	17%[38.3 µM]	3%	-11%[46.1 µM]	1.2%	nt
CC(C(=O)NCC1CCCO1)N(C(=O)c1snc(C(N)=O)c1N)c1ccccc1 (stereo unspecified)	-2%	11%	19%[38.3 µM]	1%	8%[46.1 µM]	0.9%	16%[11.4 µM]
COC(=O)C(C(=O)OC)C(Cc1cc(F)cc(F)c1F)NC=O (stereo unspecified)	-1%	-2%	22%	nt	nt	-1.1%	nt
Cc1ccccc1/C=C1\CCCc2ccccc2C1=O	?	0%	23%	-9%	-24%	-1.0%	6%
NS(=O)(=O)c1ccc(NC(=O)COC(=O)CCc2c[nH]c3ccccc23)cc1	3%	2%	-1%	12%	4%	-0.2%	-23%
O=[N+]([O-])c1cccc2cn[nH]c12	4%&-8%&-7%&3%	0%	1%&7%&-2%&9%	-6%	?	7.9%&-0.1%&-1.3%&-2.7%	-6%
O=C(CCSc1ccccc1)N1CCN(C(=O)c2ccco2)CC1	2%	5%	21%[38.3 µM]	6%	-12%[46.1 µM]	0.0%	8%
O=Cc1c[nH]c2ncccc12	nt	-1%	nt	-5%[9.22 µM]	15%	0.2%	nt
CC1=CC(c2ccc(Cl)cc2)n2nc(NC(=O)CCC(=O)O)nc2N1 (stereo unspecified)	nt	-6%	nt	-18%[9.22 µM]	10%	-4.2%	nt
COc1ccccc1N(CC(=O)Nc1cccnc1)S(C)(=O)=O	-2%	-1%	13%[38.3 µM]	-3%	13%[46.1 µM]	9.3%	-2%
O=C(CSc1nc2ccccc2c(=O)n1-c1ccccc1)NCc1ccc2c(c1)OCO2	-6%	2%	10%[38.3 µM]	10%	-15%[46.1 µM]	4.3%	14%
Cc1ccccc1CS(=O)(=O)CCC(=O)O	nt	0%	-3%	-1%	18%	-0.2%	nt
CC(C)OC(=O)c1c2c(n3ccccc13)C(=O)c1ccccc1C2=O	-2%	-11%	18%	-11%	-1%	10µM*	-7%
O=C(/C=C\Nc1ccc2c(c1)OCO2)c1cccs1	13µM*	-6%	8%	5%[9.22 µM]	43%	-3.1%	-22%
Cc1cc(N/N=C/c2c[nH]c3ccccc23)c2ccccc2n1	3%	-22%	0%	28%[9.22 µM]	-9%	3.1%	-11%

The list continues:
SMILES	Luc counter	CBFb-RUNX1 inh	IMPase Li inh	HttQ103 aggreg	NPSR antagonist	Epigenetic reg	L3MBTL1 block
OCCC1CN(Cc2ccc3ncccc3c2)CCN1Cc1ccccc1 (stereo unspecified)	nt	15%	5%	0%[9.22 µM]	-16%	1.1%	-3%
COc1ccc(N2C(=O)C(=O)/C(=C(/O)c3ccc(C)cc3)C2c2cccnc2)cc1 (stereo unspecified)	-3%	-4%	?	-16%	-12%	0.0%	7%
CN1CCN(NC(=O)c2cccc3ccccc23)CC1	-4%	2%	-4%	-21%	8%	4.8%	4%
Cc1ccc(N/N=C2\COC(C)(C)CC2=O)cc1	-2%	0%	7%	-8%	-2%	-1.0%	-9%
Cc1ccc(C(=O)Nc2cccc(C(F)(F)F)c2)cc1NC(=O)c1nccnc1N	nt	10%	nt	9%[9.22 µM]	12%	0.4%	nt
CC1=NOC(=O)/C1=C/c1ccc(N(C)C)cc1	nt	-2%	nt	-5%	-27%[46.1 µM]	0.0%	-6%
CCCCNC(=O)c1ccccc1Cl	6%	-3%	3%[38.3 µM]	-2%[9.22 µM]	-9%[46.1 µM]	-12%	nt
CCN(CC)CCNc1ncnc2c1sc1nc(N3CCOCC3)c3c(c12)CC(C)(C)SC3	3%	-4%	11%[38.3 µM]	-17%	-3%[46.1 µM]	-1.1%	-1%
CCOc1ccc(-n2cc(C(=O)N3CCCCCC3)c3cc(OC)c(OC)cc3c2=O)cc1	-3%	2%	2%[38.3 µM]	22%	-19%[46.1 µM]	-1.2%	0%
COc1ccc(CNc2ccnc(-c3ccccc3C(F)(F)F)n2)c(OC)c1	2%	nt	12%	nt	nt	4.1%	nt
CSCCCNC(=S)N(C)CC(=O)Nc1ccc(C)cc1	0%	10%	2%	15%	21%	3.4%	55%
CSC1=NCCN1C(=O)Cc1ccc(F)cc1	2%	-1%	0%[38.3 µM]	-7%	-4%[46.1 µM]	-1.3%	nt
CCOC(=O)/C=C/S(=O)(=O)c1ccc(NC(C)=O)cc1	14%	-4%	11%[38.3 µM]	4µM*	?	1.5%	-4%
CC[n+]1ccc(/C=C2\Sc3ccccc3N2CCCS(=O)(=O)[O-])c2ccccc21	-7%	-15%	-3%	nt	-6%	2.1%	-15%
OC(c1nc2ccccc2[nH]1)C(O)C(O)C(O)c1nc2ccccc2[nH]1 (stereo unspecified)	nt	4%	nt	7%[9.22 µM]	8%	-1.0%	nt
C=C1SC(Nc2c(C)cccc2C)=NC12CCCCC2	nt	-7%	nt	0%[9.22 µM]	?	1.1%	-17%
CCC(=O)c1ccc(OCC(=O)NC2(C#N)CCCCC2)cc1	10%	1%	-2%	6%	-5%	0.0%	nt
CCN1CCCC1CN(Cc1cc2ccc(C)cc2[nH]c1=O)C(=S)Nc1ccc(F)cc1 (stereo unspecified)	-1%	0%	6%	0%[9.22 µM]	-4%	-0.1%	-3%
Cn1c(=O)n(C)c(=O)n(CC(=O)N2CCCCC2)c1=O	4%	8%	9%[38.3 µM]	3.5µM*	0%[46.1 µM]	0.0%	-7%
C[C@H]1CC[C@@H]2N(C1)C[C@H]1[C@@H]3C[C@H]4[C@@H](C/C(=N\O)[C@H]5C[C@@H](O)CC[C@@]54C)[C@@H]3CC[C@H]1[C@]2(C)O	0%	5%	24%	nt	nt	-0.1%	nt
Cn1c(N)c(C(=O)COC(=O)/C=C/c2ccc(OC(F)F)cc2)c(=O)n(C)c1=O	2%	-1%	4%	-21%	7%	-2.2%	nt
CN1CCN(CCNC(=O)Nc2ccccc2C(F)(F)F)CC1	3%	7%	2%	-14%	3%[46.1 µM]	0.0%	1%
N#C/C(C(=O)NCc1ccccc1)=C1/N=C(NC(=O)c2ccco2)c2ccccc21	nt	3%	nt	-7%[9.22 µM]	31%	-1.3%	-10%
CC(=O)c1ccc(OC(=O)c2ccc(-n3nc(C)cc3C)cc2)cc1	-1%	-1%	3%	23%	3%	-1.1%	-19%
O=C(COc1cccc(NC(=O)c2ccco2)c1)c1ccccc1	-6%	-1%	-10%[38.3 µM]	1%	?	5.2%	-2%

Carrying on.
SMILES	Luc counter	CBFb-RUNX1 inh	IMPase Li inh	HttQ103 aggreg	NPSR antagonist	Epigenetic reg	L3MBTL1 block
CCOc1c2ccc(C(=O)NCCCCc3ccccc3)cc2nn1C	-7%	4%	-10%[38.3 µM]	7%	-7%[46.1 µM]	0.8%	-6%
CCOC(=O)CN1C(=O)N[C@@H](c2ccco2)C(C(=O)OC)=C1C	-2%[7.66 µM]	-7%[13.1 µM]	8%	nt	nt	nt	nt
O=C(O)c1ccc2c(c1)N(Cc1ccc(F)cc1)C(=O)c1ccccc1S2	1%	4%	-5%	4%	-19%	0.5%	nt
CCOC(=O)c1cccc(NC(=O)c2cc3sccc3n2C)c1	-1%	3%	26%[38.3 µM]	7%	-10%[46.1 µM]	0.0%	nt
Cc1ccc2cccc(Oc3nnnn3-c3ccccc3)c2n1	0%	4%	9%[38.3 µM]	1%	-21%[46.1 µM]	-0.1%	nt
CCOC(=O)CSC1=Nc2ccccc2C2=NC(CC(=O)NCc3ccccc3)C(=O)N12 (stereo unspecified)	-2%	-6%	-8%[38.3 µM]	23%	-7%[46.1 µM]	-0.9%	-1%

7 entries out of the list, arranged by SMILES length, smallest number first:
SMILES	Luc counter	CBFb-RUNX1 inh	IMPase Li inh	HttQ103 aggreg	NPSR antagonist	Epigenetic reg	L3MBTL1 block
Cc1ccccc1CS(=O)(=O)CCC(=O)O	nt	0%	-3%	-1%	18%	-0.2%	nt
O=[N+]([O-])c1cccc2cn[nH]c12	4%&-8%&-7%&3%	0%	1%&7%&-2%&9%	-6%	?	7.9%&-0.1%&-1.3%&-2.7%	-6%
CC1=NOC(=O)/C1=C/c1ccc(N(C)C)cc1	nt	-2%	nt	-5%	-27%[46.1 µM]	0.0%	-6%
CCOC(=O)/C=C/S(=O)(=O)c1ccc(NC(C)=O)cc1	14%	-4%	11%[38.3 µM]	4µM*	?	1.5%	-4%
CC(C)OC(=O)c1c2c(n3ccccc13)C(=O)c1ccccc1C2=O	-2%	-11%	18%	-11%	-1%	10µM*	-7%
Cc1cc(N2CCC(C(=O)NC3CCCCC3)CC2)nc(-c2ccccc2)n1	3%	-3%	17%[38.3 µM]	3%	-11%[46.1 µM]	1.2%	nt
O=C(CSc1nc2ccccc2c(=O)n1-c1ccccc1)NCc1ccc2c(c1)OCO2	-6%	2%	10%[38.3 µM]	10%	-15%[46.1 µM]	4.3%	14%
